Lamin A splicing = modulators of lamin A splicing; HeLa LMNA splicing GFP/RFP minigene ratio, 48 h; Potency, µM (highest dose often 46.1 µM), for inactives: at the top dose ratio change, negative = inhibition, actives largely listed as inhibitors; hit rate 0.01% among 200,000; AID 1487; active means well fitted inhibition curve with a large enough effect in the signal ratio, with a control signal flat, not every such curve was filed as active; inconclusive means small, poorly fitted or top-dose-only effect, or effect the other way, or a change in a side signal; the % refers to the signal ratio; further: on the % scale 0 is the no-effect control and ±100 the full control effect
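Read-out is the ratio of GFP to DsRed2 object intensity, acquired by 488 nm laser-scanning cytometry on HeLa lamin A-EGFP minigene reporter cells. Compound incubation 48 hrs at 37 °C in Opti-MEM with 2% FBS; DMSO 0.5% final.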
Epigenetic derep = derepresses silenced GFP reporter in murine cells; Potency, µM (highest dose often 53.9 µM), without a hit: at the highest dose GFP activation, usual class: activators; hit rate 0.2% among 280,000; murine LDR cells, GFP reporter derepression, 30 h; active means well fitted activation curve with a large enough effect; inconclusive means small, poorly fitted or top-dose-only effect; further: % of control where 0% means no effect; nearly all actives have a fitted effect of over 60% in size
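Derepression of a silenced CMV-GFP reporter in murine LDR cells is scored by enumerating GFP-positive cells with a laser-scanning microplate cytometer after 30 hours of treatment at 37 C.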
Starred values were filed as active, the others as inactive; ? = inconclusive; [ ] = dose if it differs, or a comment. Potency means the concentration at half of the fitted maximal effect. These rows are one share of the data; the hit share may differ from the screen's.

SMILES	Lamin A splicing	Epigenetic derep
CC(=O)N1c2nc(C(C)C)nn2C2(CCCCC2)[C@@H]2CCCC[C@@H]21	-11.6%[46 µM]	-4.3%
CCOC(=O)N1CCc2c(sc(NCc3ccc(N(C)C)cc3)c2C(=O)Nc2ccccc2OCC)C1	-28.8%[46 µM]	1.1%
CCn1cc(S(=O)(=O)c2cc(C)cc(C)c2)c(=O)c2cc(F)c(N3CCCCC3)cc21	?	-1.2%
COc1ccc(OC)c(CNC(=O)CCC(=O)N2Cc3ccccc3Oc3ncccc32)c1	1.6%[46 µM]	-1.3%
Cn1ncc2c(N3CCN(c4ccccc4Cl)CC3)ncnc21	-9.0%[46 µM]	4.7%
O=C(Nc1ccccc1C(=O)OCc1cc(=O)n2nc(C3CC3)sc2n1)c1cccc(F)c1	5.3%[46 µM]	1.3%
COc1cccc(OCC(=O)NC2CC(=O)N(c3ccc4c(c3)OCCO4)C2)c1 (stereo unspecified)	-5.4%[46 µM]	-0.1%
O=C(CNS(=O)(=O)c1cccs1)N1CCN(c2cccc(C(F)(F)F)c2)CC1	12.0%[46 µM]	1.4%
COc1cc(NC(=O)CSc2nc3nc(C)c(Cc4ccccc4)c(C)n3n2)cc(OC)c1OC	11.2%[46 µM]	0.0%
CCOc1ccccc1NC(=O)CCc1c(C)nn(-c2ccc(N3CCOCC3)nn2)c1C	-14.9%[46 µM]	2.9%
CCCc1nn2c(=O)cc(COC(=O)c3ccccc3NC(=O)COc3ccccc3)nc2s1	5.3%[46 µM]	-2.1%
COc1ccc(CNCc2ccc3c(c2)n(C)c(=O)n3C)cc1	17.1%[46 µM]	1.6%
Cc1ccc(CN2CCN(C3CCN(C(=O)Nc4ccccc4C(F)(F)F)CC3)C(=O)C2=O)cc1	?	-1.3%
Cc1cc2c(cc1S(=O)(=O)CCC(=O)N1CCN(c3ccccc3)CC1)OCC(=O)N2	-6.0%[46 µM]	0.0%
COCCNC(=O)C(=O)NCC(c1cccnc1)N1CCN(c2ccccc2OC)CC1 (stereo unspecified)	?	0.0%
CCOc1ccc(CC(=O)Nc2ccc3nc(N4CCCCC4)cc(C)c3c2)cc1OCC	?	?
O=C(c1cccs1)N1CCCc2cc(NS(=O)(=O)c3ccc(F)cc3F)ccc21	-14.3%[46 µM]	-1.9%
Cc1ccc(C)c(N2CCN(C(=O)CCn3c(=O)[nH]c4ccccc4c3=O)CC2)c1	?	-1.3%
CC(=O)Nc1ccc(NC(=O)C2Cc3ccccc3N2C(=O)c2ccccc2)cc1 (stereo unspecified)	21.3%[46 µM]	-4.4%
Cc1cccc(NC(=O)c2ccc3nc(CCc4ccccc4)oc3c2)c1C	-12.3%[46 µM]	0.0%
Cc1ccccc1OCC(=O)NCC(c1ccc(Cl)cc1)N1CCCCC1 (stereo unspecified)	?	-3.2%
CCc1ccc(S(=O)(=O)Nc2cccc(-c3ccc(N4CCC(C)CC4)nn3)c2)s1	-0.1%[46 µM]	1.7%
COc1ccccc1N1CCN(C(=O)Cn2ncc3c([nH]c4ccccc43)c2=O)CC1	?	-1.2%
COc1ccc(NC(=O)CSc2nc(-c3cccs3)cc(C(F)(F)F)n2)cc1OC	8.2%[46 µM]	-1.1%

Reformatted: entries from further up.
mol | Lamin A splicing | Epigenetic derep
COc1cccc(OCC(=O)NC2CC(=O)N(c3ccc4c(c3)OCCO4)C2)c1 (stereo unspecified) | -5.4%[46 µM] | -0.1%
Cc1ccccc1OCC(=O)NCC(c1ccc(Cl)cc1)N1CCCCC1 (stereo unspecified) | ? | -3.2%

A section from further up, for reference:
SMILES	Lamin A splicing	Epigenetic derep
Cc1ccc(CN2CCN(C3CCN(C(=O)Nc4ccccc4C(F)(F)F)CC3)C(=O)C2=O)cc1	?	-1.3%
Cc1cc2c(cc1S(=O)(=O)CCC(=O)N1CCN(c3ccccc3)CC1)OCC(=O)N2	-6.0%[46 µM]	0.0%
COCCNC(=O)C(=O)NCC(c1cccnc1)N1CCN(c2ccccc2OC)CC1 (stereo unspecified)	?	0.0%
CCOc1ccc(CC(=O)Nc2ccc3nc(N4CCCCC4)cc(C)c3c2)cc1OCC	?	?
O=C(c1cccs1)N1CCCc2cc(NS(=O)(=O)c3ccc(F)cc3F)ccc21	-14.3%[46 µM]	-1.9%

Following part.
SMILES	Lamin A splicing	Epigenetic derep
CC(C)OCCCNC(=O)c1c2c(nc3ccccc13)C(=O)N(C1CCCCC1)C2	?	0.0%
CCOc1cc2[nH]c(=O)n(CCC(=O)N3CCN(c4ccccc4)CC3)c(=O)c2cc1OCC	-5.0%[46 µM]	0.8%
O=C(Nc1c(C(=O)O)oc2ccccc12)c1ccc(C(F)(F)F)cc1	-5.2%[46 µM]	0.3%
COc1ccc(-c2nc(CNC(=O)Nc3ccccc3)c(C)o2)cc1	?	1.0%
Cc1ccc(NC(=O)CSc2nc3ccccc3nc2Cc2ccccc2)c(Cl)c1	0.4%[46 µM]	-5.9%
CCOC(=O)N1CCc2c(sc(NCc3ccc(OC)c(Br)c3)c2C(=O)Nc2cc(OC)ccc2OC)C1	?	-1.1%
COc1cccc(CNC(=O)COCc2cc(-c3ccc4c(c3)OCO4)on2)c1	?	-1.2%
Cc1ccccc1CN1CCC(CNC(=O)c2cc3ccc4cccnc4c3[nH]2)CC1	?	1.3%
CCc1ccc(NC(=O)CN(c2ccc(Cl)cc2)S(=O)(=O)c2ccsc2C(=O)OC)cc1	-3.4%[46 µM]	0.0%
CCC1CCCCN1C(=O)CCS(=O)(=O)c1cc2c(cc1C)NC(=O)CO2 (stereo unspecified)	?	0.8%
Cc1ccc(CNC(=O)c2cnn(-c3ccc(F)cc3F)c2C2CCN(C(=O)OC(C)(C)C)CC2)cc1	-24.8%[46 µM]	-0.2%
Cc1cc(=O)n(Cc2ccc(Cl)cc2)c2c1c(C)nn2-c1ccccc1	4.5%[46 µM]	1.5%
COc1cc(OC)c(NC(=O)Cn2c(=O)cc(C)c3c(C)nn(-c4ccc(C)cc4)c32)cc1Cl	1.7%[46 µM]	-1.0%
CCC(=O)N1c2ccccc2CC1C(=O)NCc1ccc(CC)cc1 (stereo unspecified)	?	4.0%
CCCCOc1ccc(-c2nn(-c3ccccc3)cc2C2NC(=O)NC(C)=C2C(=O)OC)cc1 (stereo unspecified)	?	0.0%
CCOc1cccc(C(=O)Nc2nnc(S(=O)(=O)N(C)c3ccc(C)cc3)s2)c1	5.6%[46 µM]	3.9%
CS(=O)(=O)Nc1ccccc1C(=O)OCc1cc(=O)n2nc(C3CCCCC3)sc2n1	6.8%[46 µM]	?
Cc1cccc(OCC(=O)Nc2ccc3nc(Nc4cccc(C(F)(F)F)c4)cc(C)c3c2)c1	?	2.5%
COc1ccc(CC(=O)Nc2ccc(-c3nc4ccccc4s3)cc2Cl)cc1	?	-0.5%
Cn1nccc1C(=O)NCc1ccc2c(c1)CCN2C(=O)c1ccccc1	?	-1.3%
Cc1ccc(NC(=O)C2CCN(S(=O)(=O)c3ccc4c(c3)CCCC(=O)N4)CC2)c(Br)c1	14.6%[46 µM]	-1.1%
COc1ccc(Cl)cc1NC(=O)C(C)n1c(=O)cc(C(F)(F)F)c2c(C)nn(C)c21 (stereo unspecified)	?	1.5%
O=C(Cn1cc(S(=O)(=O)Cc2cccc(Cl)c2)c2ccccc21)NCCc1ccccc1	26.5%[46 µM]	-0.4%
CCSC1=NC2(CCN(C(=O)NC3CCCCC3)CC2)N=C1c1ccc(C)c(C)c1	?	-0.2%
COc1cccc(N2CC(NC(=O)COc3ccc4ccccc4c3)CC2=O)c1 (stereo unspecified)	6.8%[46 µM]	1.4%
COc1ccccc1Cc1nc2ccccc2nc1SCC(=O)N1CCc2ccccc21	-1.6%[46 µM]	0.6%
Cc1ccc(NC(=O)CSc2nc3nccnc3c(=O)n2CCc2c[nH]c3ccccc23)cc1C	2.5%[46 µM]	0.0%
COc1ccc(-c2noc(C3CC(=O)N(c4ccc5c(c4)OCCO5)C3)n2)c(OC)c1 (stereo unspecified)	-6.1%[46 µM]	0.8%
CN(C)c1ccc(C(CNC(=O)c2ccc(C(C)(C)C)cc2)N2CCOCC2)cc1 (stereo unspecified)	?	0.9%
COc1ccc(NC(=O)Cn2cnc3c(nc4n3CCCCC4)c2=O)c(OC)c1	6.1%[46 µM]	-0.2%
COc1ccc(OCc2ccc(-c3nc(C#N)c(NCc4cccnc4)o3)o2)cc1	?	3.2%
Cc1cc(C)cc(OCC(=O)N2CCC(c3nc4ccccc4o3)CC2)c1	?	-0.8%
CC(=O)c1cccc(NC(=O)CN2C(=O)CCc3cc(S(=O)(=O)N4CCCCC4)ccc32)c1	22.1%[46 µM]	-2.3%
COC(=O)c1ccccc1NC(=O)N1CCC(N2CCN(Cc3ccc(F)cc3)C(=O)C2=O)CC1	-6.7%[46 µM]	-3.9%
CCOc1ccc(NC(=O)CSc2nc3ccsc3c(=O)n2CCC(C)C)cc1	-5.3%[46 µM]	2.6%
Cc1ccc(C)c(N2CCN(C(=O)Cc3c(C(=O)O)c(C)cn3C)CC2)c1	-10.7%[46 µM]	-0.5%
CC(=O)c1ccc(N2CCN(c3ncnc4c3c(-c3ccccc3)cn4-c3ccc(C)c(Cl)c3)CC2)cc1	2.9%[46 µM]	1.2%
CCCCNC(=O)CN1C(=O)c2cccnc2Sc2ccccc21	-3.9%[46 µM]	0.0%
CC(=O)N1c2ccc(S(=O)(=O)N3CCCCCC3)cc2CC1C(=O)NC(C)C (stereo unspecified)	-0.8%[46 µM]	-3.8%
CCOc1ccccc1NC(=O)CN(C)S(=O)(=O)c1ccc(C(=O)N2CCOCC2)s1	6.0%[46 µM]	-3.3%
O=C(NCCc1ccc(Cl)cc1)c1nc(-c2cccc(F)c2)n2c1CCCCC2	-19.2%[46 µM]	-2.8%
COc1ccc(Cn2ccc3nc(C)c(C(=O)N4CCN(c5ccc(F)cc5)CC4)cc3c2=O)cc1	?	0.0%
CCS(=O)(=O)N1CC(=O)N(c2cc(C)ccc2C)C(C)(C(=O)NC2CCCCC2)C1 (stereo unspecified)	8.0%[46 µM]	-0.2%
COc1ccc(S(=O)(=O)NCCc2cn3ccsc3n2)cc1OC	-3.9%[46 µM]	1.4%
CCC(C)NC(=O)c1ccc2nc(CCc3ccccc3)oc2c1 (stereo unspecified)	?	-0.9%
CCOC(=O)C1CCCN(c2ncnc3c2cnn3-c2ccc(C)c(Cl)c2)C1 (stereo unspecified)	?	-1.4%
Cc1ccc(CNc2ncnc3c2nc2n3CCCC2)cc1	-1.6%[46 µM]	-1.2%
COc1ccc(-c2c(C)c3ccc(O)c(CN4CCCC(C)C4)c3oc2=O)cc1OC (stereo unspecified)	-13.1%[46 µM]	-5.2%
Cc1nn(C)c2c1c(C(F)(F)F)cc(=O)n2C(C)C(=O)N1CCN(c2ccccc2)CC1 (stereo unspecified)	?	7.6%
COc1ccccc1NC(=O)CCn1cnc2ccccc2c1=O	7.7%[46 µM]	1.4%
COCCCNC(=O)c1sc2nc3n(c(=O)c2c1C)CCC3	10.1%[46 µM]	1.1%
Cc1c(Cl)cccc1NC(=O)COCc1cc(-c2ccc3c(c2)OCO3)on1	-6.5%[46 µM]	-0.4%
Cc1ccc(S(=O)(=O)Nc2ccc(-c3ccc(N4CCCCCC4)nn3)cc2)c(C)c1	2.0%[46 µM]	-1.7%
O=C(CCNS(=O)(=O)c1ccc2c(c1)CCCC(=O)N2)NCc1ccccc1Cl	8.5%[46 µM]	-0.4%
Cc1ccc(C)c(NC(=O)NCc2ccc3c(c2)CCN3C(=O)c2ccccc2)c1	-5.7%[46 µM]	0.0%
COc1ccc(NC(=O)Cn2nnc(C(=O)NCc3ccccc3Cl)c2N)cc1Cl	22.7%[46 µM]	0.0%
CCOC(=O)c1cccc(NC(=O)c2ncoc2-c2ccco2)c1	?	1.6%
Cc1nc2ccn(Cc3ccccc3)c(=O)c2cc1C(=O)N1CCN(c2ccc(F)cc2)CC1	-2.6%[46 µM]	0.0%
Cc1ccc(C2=Nc3ccccc3N(CC(=O)Nc3ccccc3F)C(=O)C2)cc1C	-14.0%[46 µM]	5.9%
CC(=O)c1ccc(N2CCN(C(=O)CCCCn3c(=O)[nH]c4ccccc4c3=O)CC2)cc1	-1.1%[46 µM]	-1.3%

The listing continues.
SMILES	Lamin A splicing	Epigenetic derep
Cc1ccc(CCNC(=O)CCS(=O)(=O)c2cc3c(cc2C)NC(=O)CO3)cc1	?	0.8%
O=C(NC1CC(=O)N(c2ccccc2)C1)c1ccc(S(=O)(=O)N2CCOCC2)cc1 (stereo unspecified)	-0.9%[46 µM]	-0.9%
Cc1ccc(-n2ncc(C(=O)NCc3ccco3)c2C2CCN(C(=O)OC(C)(C)C)CC2)cc1	-16.6%[46 µM]	-0.4%
COc1ccccc1CNS(=O)(=O)c1ccc(-c2cnc(C3CC3)o2)cc1	?	-3.0%
CCN(CC)c1nn2c(=O)c(C(=O)NCCc3ccccc3)cnc2s1	2.3%[46 µM]	1.1%
CCCn1cc(S(=O)(=O)c2ccc(C)c(C)c2)c(=O)c2cc(F)c(N3CCCCC3)cc21	5.5%[46 µM]	0.0%
O=C(Nc1ccc2nc(SCCOc3ccccc3Cl)sc2c1)c1cccs1	6.6%[46 µM]	-2.4%
O=C(Cc1cccs1)NC1CC(=O)N(c2ccc(F)cc2)C1 (stereo unspecified)	-7.0%[46 µM]	3.8%
